Screening data: PubChem, several laboratories
S1P4 agonist = S1P4 receptor agonists, primary screen, cell-based; Sphingosine 1-phosphate receptor 4 (Homo sapiens), O95977; S1P4-expressing cell line, agonist reporter assay; 0.35% of 220,000 active; activation, % at 4.98 µM; in the data active = activation above about 11%;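 also: 0% = DMSO vehicle and 100% = reference agonist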
BaF3 parental = parental Ba/F3 cell viability inhibition, counter-screen for JAK2V617F inhibitor project, murine pro-B, CellTiter-Glo luminescence | CellTiter-Glo ATP luminescence | inhibition, % at 5.6 µM | 1.1% of 220,000 active;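 active = inhibition above a per-campaign cutoff, the mean inhibition of all tested compounds plus 3 SD, cut at about 27% in these data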;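 also: 0% = DMSO wells and 100% = JAK Inhibitor I control wells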
PERK inh = block of dimerizer-induced PERK translation repression, primary screen, PERK inhibitor project, CHO PERK-DD cells, SEAP luminescence, HTS. Eukaryotic translation initiation factor 2-alpha kinase 3 (Homo sapiens), Q9NZJ5. CHO PERK-DD fusion, SEAP luminescence translation reporter. inhibition, % at 5.6 µM. 0.17% of 220,000 active;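 active = inhibition above the mean inhibition of all tested compounds plus 3 SD, set separately per screening campaign, cut at about 2.9% in these data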;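 also: PERK kinase domain activated by AP20187 dimerizer at 100 nM; 0% = DMSO with dimerizer and 100% = rapamycin at 8.4 µM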
Target sequence (Q9NZJ5 whole entry, looked up, the tested form may be a part): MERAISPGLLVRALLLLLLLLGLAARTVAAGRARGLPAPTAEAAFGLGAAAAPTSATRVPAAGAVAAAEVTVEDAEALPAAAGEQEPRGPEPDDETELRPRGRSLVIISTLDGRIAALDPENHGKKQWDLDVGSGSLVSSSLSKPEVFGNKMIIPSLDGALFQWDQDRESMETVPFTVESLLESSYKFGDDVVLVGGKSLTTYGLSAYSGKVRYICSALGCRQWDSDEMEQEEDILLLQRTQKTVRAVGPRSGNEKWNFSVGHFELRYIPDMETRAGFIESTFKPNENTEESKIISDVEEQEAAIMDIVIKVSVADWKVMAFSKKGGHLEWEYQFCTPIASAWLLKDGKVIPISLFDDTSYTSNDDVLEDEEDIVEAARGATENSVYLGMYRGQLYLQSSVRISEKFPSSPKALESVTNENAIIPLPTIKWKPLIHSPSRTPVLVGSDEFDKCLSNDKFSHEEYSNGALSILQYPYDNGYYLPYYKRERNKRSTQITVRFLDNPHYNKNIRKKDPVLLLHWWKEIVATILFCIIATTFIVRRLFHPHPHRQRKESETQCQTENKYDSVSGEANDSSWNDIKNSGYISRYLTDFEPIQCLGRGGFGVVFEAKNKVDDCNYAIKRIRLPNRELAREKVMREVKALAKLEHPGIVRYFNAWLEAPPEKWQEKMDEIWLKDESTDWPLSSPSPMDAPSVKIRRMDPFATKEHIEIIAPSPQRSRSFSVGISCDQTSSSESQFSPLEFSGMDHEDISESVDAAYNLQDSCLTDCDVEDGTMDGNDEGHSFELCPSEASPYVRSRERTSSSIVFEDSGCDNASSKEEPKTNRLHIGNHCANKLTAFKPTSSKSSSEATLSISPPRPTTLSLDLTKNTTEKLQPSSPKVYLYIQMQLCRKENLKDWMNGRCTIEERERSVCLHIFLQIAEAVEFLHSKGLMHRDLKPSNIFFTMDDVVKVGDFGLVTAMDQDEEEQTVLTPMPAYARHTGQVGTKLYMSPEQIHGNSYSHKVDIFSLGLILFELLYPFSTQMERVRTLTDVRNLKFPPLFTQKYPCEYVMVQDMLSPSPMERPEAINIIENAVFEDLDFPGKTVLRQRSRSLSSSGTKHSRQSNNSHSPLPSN
TRPN1 ag = zebrafish TRPN1 channel agonists, primary screen, cell-based, HEK293, calcium fluorescence; transient receptor potential cation channel N1 (TRPN1/NompC), Danio rerio; HEK293 zebrafish TRPN1-YFP, Fluo-8 calcium fluorescence; 100% = response to 87 µM carbachol; activation, % at 3 µM; 0.18% of 220,000 active; AID 1424, 2008;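 active = activation above its plate's cutoff, the mean activation of test wells on that plate plus 3 SD, cut at about 19% in these data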;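 also: 0% = DMSO alone and 100% = 87 µM carbachol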
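Material: zebrafish TRPN1-YFP in HEK293 cells. Doses: one dose of 3 µM, 0.3% DMSO. Incubation: dye 1 h 37 °C plus 30 min RT. Measured by: intracellular calcium fluorescence with Fluo-8.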
Ba/F3 V617F tox = reduced viability of JAK2V617F-dependent Ba/F3 cells, primary screen, JAK2V617F inhibitor project, cell-based, Ba/F3 EpoR-JAK2V617F, luminescence; 1.1% of 220,000 active; ATP luminescence; AID 1446, 2008; inhibition, % at 5.6 µM;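 active = inhibition above the campaign mean plus 3 SD over all tested compounds, cut at about 24% in these data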;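 also: cytokine-independent growth of Ba/F3 cells driven by EpoR plus mutant JAK2; 0% = DMSO-treated cells and 100% = JAK inhibitor I control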
S1P4 antagonist = S1P4 receptor antagonists, primary screen, cell-based; AID 1510, 2009; inhibition, % at 4.98 µM; S1P4-expressing cells, antagonist mode, reporter read-out; 0.26% of 220,000 active; Sphingosine 1-phosphate receptor 4 (Homo sapiens), O95977; in the data active = inhibition above about 29%;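 also: 0% = wells stimulated with agonist and 100% = vehicle wells without agonist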
EP2 modulator = EP2 receptor modulators, cAMP readout, primary screen, cell-based, HTRF cAMP, PGE2 stimulation; EP2-expressing cells, cAMP HTRF FRET, PGE2 co-stimulation; induction, % at 25 µM; 0.83% of 260,000 active; AID 940, 2007;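 active = compounds whose cAMP rise, as percent of the full-agonist control response, exceeds 60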;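 also: rat C6 glioma line stably carrying human EP2 under a CMV promoter; the protocol text gives 20 µM as final concentration; 100% = response of wells given 1 µM PGE2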
TRPML3 agonist = human TRPML3 channel agonists, primary screen, cell-based, HEK293 TRPML3-YFP, Fluo-8 calcium fluorescence, 3 µM | 100% = the carbachol control signal | activation, % at 3 µM | 0.29% of 220,000 active | AID 1448, 2008;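 active = activation above its plate's cutoff, the mean activation of the plate's test wells plus 3 SD, cut at about 12% in these data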;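 also: 0% = DMSO only wells and 100% = carbachol wells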
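system = HEK293 cells stably carrying human TRPML3-YFP | doses = one concentration, 3 µM nominal, 0.3% DMSO | timing = dye loading 1 h 37 °C then 30 min ambient, 125 s read | detection = Fluo-8 calcium dye fluorescence, ex 470-495, em 515-575 nm | benchmarks = high control carbachol 87 µM, low control DMSO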
m-calpain inh = inhibitors of pig calpain II, primary screen, biochemical, fluorogenic peptide substrate, 1536-well | purified calpain II, 30 min | inhibition, % at 16 µM | 0.37% of 220,000 active | AID 1236, 2008;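 active = inhibition above about 50%, limit read from the data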
The depositor's hits bear a star; & = joins results of further samples.

| canonical_smiles | S1P4 agonist | BaF3 parental | PERK inh | TRPN1 ag | Ba/F3 V617F tox | S1P4 antagonist | EP2 modulator | TRPML3 agonist | m-calpain inh |
| --- | --- | --- | --- | --- | --- | --- | --- | --- | --- |
| CC(Cc1ccccc1)NC(=O)c1ccc([N+](=O)[O-])cc1 (configuration not stated) | 3.4 | 2 | 0.9 | -1.7 | -2 | -11 | -4 | -0.3 | -8 |
| CN(C)C(=O)N1CCC(C(=O)NCc2ccccc2Cl)CC1 | 2.5 | 1 | 0.0 | 0.9 | -2 | 0 | 3 | 0.9 | -8 |
| CCCNC(=O)COC(=O)/C=C/c1ccco1 | 0.0 | 6 | 0.5 | 2.3 | 2 | 6 | -4 | 1.2 | 5 |
| CCCn1nnnc1NC(=O)c1cc(Cl)ccc1Cl | 0.1 | 8 | 1.4 | 0.7 | 2 | -12 | 16 | 0.7 | 0 |
| Cn1c(N)c(C(=O)COC(=O)C2(c3ccc(F)cc3)CCCC2)c(=O)n(C)c1=O | 0.3 | -1 | -0.3 | 0.1 | 1 | -16 | 10 | 0.4 | 76* |
| CS(=O)(=O)N(Cc1ccccc1)c1ccc(C(=O)NCc2ccccc2)cc1 | -3.4 | 7 | -0.9 | 2.9 | 2 | 5 | -3 | 1.5 | -5 |
| COc1ccc(NC(=O)CN2CCCCC2)cc1 | 0.3 | 7 | -0.2 | 1.1 | 3 | -4 | -3 | -0.4 | 8 |
| COc1cc(CNC(C)c2ccccc2)c(Br)cc1OCC(N)=O (configuration not stated) | 4.5 | 4 | -1.7 | -0.4 | -2 | -20 | 27 | 0.5 | -2 |
| O=C(c1ccccc1)N1CCN(c2ccc([N+](=O)[O-])cc2-n2cccc2)CC1 | 0.9 | 2 | 0.6 | -0.1 | 1 | -6 | -56 | 0.3 | 3 |
| CCN(C(=S)Nc1ccc(C(C)=O)cc1)C1CCCCC1 | 42* | 9 | 0.3 | 1.6 | 1 | -21 | -27 | 0.3 | -11 |
| CCCCC(=O)N/N=C(/C)C1=C(C)C(C)(C)OC1=O | 0.8 | -1 | 0.5 | 0.1 | -1 | -15 | -5 | -0.3 | -37 |
| COCCn1c(SCC(=O)NCc2ccc3c(c2)OCO3)nnc1-c1c[nH]c2ccccc12 | 0.7 | 10 | 0.5 | 1.0 | 1 | -7 | -11 | -0.1 | 13 |
| CC(O)CNCCNCc1c(OCc2ccccc2)ccc2ccccc12 (configuration not stated) | -1.9 | 11 | -0.8 | 0.0 | 3 | 4 | -16 | -0.4 | 9 |
| COc1ccc(C(=O)NC(=S)Nc2ccc(CN3CCCCC3)cc2)cc1Cl | -0.4 | 3 | -0.7 | -0.3 | -2 | 6 | -71 | 0.9 | 2 |
| Cc1ccc(CNC(=O)Cn2c(=O)n(-c3ccccc3)c(=O)c3sccc32)cc1 | -1.0 | 6 | 0.9 | -0.6 | 4 | -6 | 26 | -1.2 | -24 |

An excerpt from above, showing only m-calpain inh.
mol,m-calpain inh
O=C(c1ccccc1)N1CCN(c2ccc([N+](=O)[O-])cc2-n2cccc2)CC1,3
CS(=O)(=O)N(Cc1ccccc1)c1ccc(C(=O)NCc2ccccc2)cc1,-5
CC(Cc1ccccc1)NC(=O)c1ccc([N+](=O)[O-])cc1 (configuration not stated),-8
CCCn1nnnc1NC(=O)c1cc(Cl)ccc1Cl,0
COc1cc(CNC(C)c2ccccc2)c(Br)cc1OCC(N)=O (configuration not stated),-2
COc1ccc(C(=O)NC(=S)Nc2ccc(CN3CCCCC3)cc2)cc1Cl,2

Returning to the listing with the two entries that preceded the break.
| canonical_smiles | S1P4 agonist | BaF3 parental | PERK inh | TRPN1 ag | Ba/F3 V617F tox | S1P4 antagonist | EP2 modulator | TRPML3 agonist | m-calpain inh |
| --- | --- | --- | --- | --- | --- | --- | --- | --- | --- |
| COc1ccc(C(=O)NC(=S)Nc2ccc(CN3CCCCC3)cc2)cc1Cl | -0.4 | 3 | -0.7 | -0.3 | -2 | 6 | -71 | 0.9 | 2 |
| Cc1ccc(CNC(=O)Cn2c(=O)n(-c3ccccc3)c(=O)c3sccc32)cc1 | -1.0 | 6 | 0.9 | -0.6 | 4 | -6 | 26 | -1.2 | -24 |
| COc1ccccc1NC1=CC(=O)CC(c2ccccc2)C1 (configuration not stated) | 0.8 | 6 | -0.6 | -0.6 | 1 | -11 | 15 | 0.3 | 1 |
| C=CCn1c(SCC(=O)Nc2ccc(-c3nc4ccc(C)cc4s3)cc2)nnc1-c1ccccc1 | -0.4 | 10 | 0.4 | 0.4 | 3 | -7 | 7 | -0.4 | -482 |
| CC1CCN(S(=O)(=O)c2ccc(C(=O)N3CCN(c4ccccc4F)CC3)cc2)CC1 | -0.6 | 5 | 0.3 | 0.2 | 0 | -13 | -12 | 2.0 | 15 |
| Cc1ccc(NC(=O)COC(=O)c2cccnc2)cc1 | 3.3 | 0 | 0.8 | -0.1 | -2 | -14 | 8 | 0.1 | -33 |
| O=c1cc(CSc2ccc(Cl)cc2)nc(N2CCOCC2)[nH]1 | 2.1 | 10 | 1.4 | 1.6 | 2 | 11 | 14 | 1.4 | -34 |
| NC(=O)CSCc1nc2ccccc2s1 | -0.1 | 4 | 1.4 | -1.3 | -1 | 4 | -5 | 0.7 | -47 |
| Cn1c(C(=O)NCc2ccc3c(c2)OCO3)cc2sccc21 | 2.1 | 0 | -0.5 | -1.4 | -6 | -12 | -55 | -0.7 | -22 |
| CC1(NC(=S)NCCCCCCNC(=S)NC2(C)CCS(=O)(=O)C2)CCS(=O)(=O)C1 (configuration not stated) | 0.9 | -10 | 1.6 | 1.1 | -4 | -4 | -16 | 1.7 | -14 |
| Cc1cc2nc(CS(=O)(=O)c3ccccc3)cc(=O)n2[nH]1 | 0.5 | 3 | 0.5 | 0.0 | -1 | -19 | 24 | 0.7 | 13 |
| CN1C2C=C3C(C#N)=C(N)C(C#N)(C#N)[C@@H](c4cccs4)C3C1CC2 (some centres not stated) | -1.3 | 6 | 1.1 | 0.4 | -2 | 1 | -1 | 0.3 | -10 |
| Cc1ccc(OC(C)C(=O)Nc2ccc(C)c(S(=O)(=O)Nc3ccc(C)cc3C)c2)cc1 (configuration not stated) | 0.3 | 4 | -0.2 | 1.2 | 0 | -12 | -46 | 0.3 | 4 |
| O=[N+]([O-])c1ccc2c(c1)C(N1CCOCC1)/C(=C/COc1ccc(Cl)cc1Cl)O2 (configuration not stated) | -2.2 | 4 | 0.1 | -1.0 | 4 | -10 | -5 | 0.1 | 46 |
| CC1CCC(NC(=O)CN2C(=O)C3CCCN3c3ncc(Cl)cc32)CC1 (configuration not stated) | -0.6 | 2 | -0.8 | -0.9 | 3 | -8 | -42 | -0.5 | -322 |
| COCCNC(=O)C(c1ccc(C)o1)N(C(=O)c1snc(C(N)=O)c1N)c1cccc(C)c1 (configuration not stated) | 1.4 | 3 | -1.4 | 1.3 | 0 | -31 | 26 | -0.3 | -155 |
| CC(C)(C)c1cc(NC(=O)Nc2ccc(Cl)cc2Cl)no1 | -1.0 | -1 | 0.7 | 0.2 | -5 | 9 | -2 | 1.6 | -6 |
| CCOC(=O)C1(CCCc2ccccc2)CCN(C2CCSCC2)CC1 | 0.0 | 6 | 0.7 | -0.7 | 1 | -12 | -45 | 0.5 | 2 |
| Cc1ccc2c(c1)C(c1ccccc1)C(=O)O2 (configuration not stated) | 0.0 | -1 | 0.2 | -0.4 | 0 | -2 | 46 | -0.3 | -12 |
| CCCCCNC(=O)C(=O)C1C(=O)Nc2ccccc21 (configuration not stated) | -0.7 | 2 | 1.9 | -0.2 | -6 | -13 | 28 | -0.3 | 14 |
| CCCN1CC(O)=C(C#N)C1=O | -0.9 | 1 | 0.6 | 1.6 | -4 | 12 | 24 | 1.0 | -16 |
| CCOCCCNC(=O)C(c1ccc(OC)cc1)N(Cc1ccc2c(c1)OCO2)C(=O)c1cnccn1 (configuration not stated) | 1.0 | 9 | 0.3 | 0.2 | -1 | -6 | 26 | 0.4 | -29 |
| CC(C)(C)n1nnnc1C(c1ccccc1F)N(Cc1ccco1)CC1CCCO1 (configuration not stated) | 0.7 | 1 | -1.8 | -1.2 | 4 | -6 | -1 | 0.6 | 2 |
| COc1cccc(OCc2nnc(SCc3cc(=O)[nH]c4ccccc34)o2)c1 | -0.1 | 3 | 0.0 | -0.6 | -1 | 2 | -87&-29 | -0.9 | -13 |
| COc1ccccc1CNC(=O)Cn1nnc(-c2ccncc2)n1 | -0.5 | 4 | 1.2 | 1.5 | 0 | -7 | -10 | 0.3 | -24 |
| COc1ccc(CN2C3CCCC2CC(NC(=O)/C=C/c2ccccc2)C3)cc1 (configuration not stated) | -0.3 | 3 | -0.2 | 0.5 | -1 | 18 | -82 | 1.9 | -7 |
| Cc1nnc(SCC(=O)NC(=O)NC(C)(C)C)s1 | -0.5 | 2 | 0.7 | 0.2 | 1 | -4 | 29 | 1.4 | -17 |
| O=C(O)c1ccc(NCc2ccncc2)cc1 | -1.0 | 1 | 2.0 | -0.9 | -3 | 7 | 9 | -0.2 | 16 |
| CNC(=O)c1nn(-c2ccc(Cl)cc2)ccc1=O | 0.6 | 0 | 0.1 | -0.9 | -1 | -13 | 12 | -0.2 | -35 |
| CC1CCCCN1C(=O)CSc1nnc(Cc2ccccc2)n1C (configuration not stated) | -2.6 | 3 | 0.9 | -0.2 | 1 | -4 | -10&8 | 0.8 | -11 |
| CC(C)c1ccc(/C=C/C2=NNC(=O)CC2)cc1 | 0.5 | 30* | 0.0 | -1.1 | 38* | -10 | 13 | -0.4 | 92* |
| CCOC(=O)C(=Cc1ccc(-n2ccnc2)cc1)C(=O)OCC | -1.6 | -8 | 0.3 | -0.5 | -3 | 3 | -23 | 0.7 | -30 |
| COc1ccccc1CN1CCNC(=O)C1CC(=O)O (configuration not stated) | -0.1 | 9 | 0.8 | 0.5 | 2 | -6 | 33 | -0.2 | -28 |
| Cc1ccc(C2c3c(-c4ccccc4O)n[nH]c3C(=O)N2Cc2ccncc2)cc1 (configuration not stated) | -0.7 | 13 | 0.0 | 1.1 | 6 | 12 | -11 | 0.0 | -27 |
| CCC(C)N=Cc1c(NCc2ccco2)nc2c(C)cccn2c1=O (configuration not stated) | 0.2 | -2 | 0.3 | 0.7 | -2 | -14 | 27 | 0.9 | -14 |
| CC1CCCCC1NC(=O)/C(C#N)=C/c1ccccc1F (configuration not stated) | 0.1 | 3 | 0.2 | -0.7 | 0 | 8 | -9 | 0.6 | 22 |
| CC(NC(=S)Nc1c(Br)cccc1OC(F)F)C(C)(C)C (configuration not stated) | 0.2 | 10 | 0.1 | -0.8 | 0 | 9 | -32 | 1.9 | 4 |
| N#C/C(=N\Nc1ccc([N+](=O)[O-])cc1)C(=N)N1CCOCC1 | -0.6 | 1 | 2.1 | 1.4 | -1 | 3 | -15 | 1.2 | -5 |
